Bioassay records (PubChem)
NALP1 inh – inhibitors of NALP1 inflammasome in yeast | S. cerevisiae NALP1/ASC/caspase-1 growth, X-gal OD620, 72 h | inhibition, % at 10 µM | 280,000 compounds, 0.61% hits | AID 2071; in the data active = inhibition mostly above about 24%, no sharp cut-off; inactive = mostly below about 32%; also: some compounds called inactive have numbers as strong as hits
HCV NS3 hel inh – HCV NS3 helicase inhibition | 290,000 compounds, 0.56% hits | inhibition, % at 10.9 µM | NS3 helicase DNA unwinding, Cy5 molecular beacon fluorescence;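 active = inhibition above the mean of all tested compounds plus 3 SD, set per campaign, cut at about 35% in these data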;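 also: 0% = DMSO wells and 100% = thioflavine S control wells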
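System: NS3 helicase fragment of HCV / Schedule: 1 h at 25 °C / Control set: DMSO alone as 0% and 110 µM thioflavine S as 100% / Reagent: Cy5/quencher beacon DNA duplex and ATP to start / Technique: Cy5 fluorescence / Replication: singlicate / Evaluation: % inhibition of end-to-start signal ratio versus controls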
MEKK2 mut-MEK5 – signal of MEK5 binding to mutant human MEKK2 PB1 domain. percent response, % at 10 µM. 290,000 compounds, 0.35% hits. bead flow cytometry, Alexa488-MEK5 binding to MEKK2 mutant; in the data active = percent response above about 24%, passing the limit was not always enough; also: inactives centre near 1; some results filed as inactive read as strong as hits
PfM18AAP inh – PfM18AAP enzyme inhibition. 290,000 compounds, 1.2% hits. recombinant PfM18AAP, H-Glu-NHMec fluorogenic cleavage. inhibition, % at 7.35 µM;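 active = inhibition above the campaign mean inhibition over all tested compounds plus 3 SD, cut at about 28% in these data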;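 also: 0% = plate median of test compound wells and 100% = 2 mM ZnCl2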
DNA FID counter – fluorescent intercalator displacement, NS3 helicase counter-screen; DNA fluorescent intercalator displacement, fluorescence; inhibition, % at 7.9 µM; 290,000 compounds, 0.17% hits; in the data active = inhibition above about 37%;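 also: 0% = vehicle and 100% = reference compound; higher means more ethidium bromide displaced from hairpin DNA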
SUMO HTRF inh – SUMOylation inhibition; P63279; HTRF SUMOylation assay, SAE1/SAE2 + UBC9, in vitro; inhibition, % at 35 µM; 290,000 compounds, 0.36% hits; AID 2006; in the data active = inhibition above about 50%, passing the limit was not always enough; also: strong numbers were not always called active
Target sequence (P63279 whole entry, looked up): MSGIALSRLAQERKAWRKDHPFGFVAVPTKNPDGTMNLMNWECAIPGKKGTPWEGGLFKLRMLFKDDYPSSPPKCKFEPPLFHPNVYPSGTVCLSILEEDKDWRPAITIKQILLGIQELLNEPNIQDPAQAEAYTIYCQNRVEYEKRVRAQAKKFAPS
VIM-2 inhibitor – inhibitors of Pseudomonas aeruginosa VIM-2 metallo-beta-lactamase | purified VIM-2, nitrocefin hydrolysis, epi-absorbance fluorescence | inhibition, % at 5.6 µM | 290,000 compounds, 0.89% hits;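 active = inhibition above the mean of all tested compounds plus 3 SD, cutoff set per screening run, cut at about 7.5% in these data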;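 also: red hydrolysis product quenches plate fluorescence so inhibitors raise well fluorescence; 0% = enzyme with DMSO and 100% = DMSO without enzyme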
IMP-1 inhibitor – inhibitors of Pseudomonas aeruginosa IMP-1 metallo-beta-lactamase. purified IMP-1, nitrocefin hydrolysis, epi-absorbance fluorescence. inhibition, % at 5.6 µM. 290,000 compounds, 0.45% hits. AID 1556;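 active = inhibition above the mean plus 3 SD of all compounds in the same screening run, cut at about 4.5% in these data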;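 also: 0% = IMP-1 with DMSO and 100% = DMSO wells lacking enzyme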
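assay system = purified recombinant IMP-1 metallo-beta-lactamase enzyme | schedule = 15 min preincubation plus 25 min reaction at 25 °C | signal = Epi-absorbance fluorescence, 480 nm excitation, 530 nm emission | read-out basis = percent inhibition from optical density relative to buffer-blank wells | controls = IMP-1 with DMSO as 0%, enzyme-free DMSO as 100%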
MEKK2wt PB1 HTS – raises or lowers MEK5 binding to wildtype human MEKK2 PB1 domain. 290,000 compounds, 1.1% hits. binding response (% of control), % at 10 µM. bead flow cytometry, Alexa488-MEK5 binding to MEKK2 WT; actives lie on both sides. Q9Y2U5; in the data active = binding response below about 67% or above about 130%
Active calls of the source: *; . = not tested or not shown.

SMILES | NALP1 inh | HCV NS3 hel inh | MEKK2 mut-MEK5 | PfM18AAP inh | DNA FID counter | SUMO HTRF inh | VIM-2 inhibitor | IMP-1 inhibitor | MEKK2wt PB1 HTS
CC(C)C(NC(=O)COc1ccc2ccccc2c1)C(=O)N/N=C/C=C/c1ccccc1 (stereo not drawn) | -21 | -1 | 1 | 20 | -2 | -1 | -5.7 | -3.7 | 99
COc1cccc(CN(C(=O)c2ccco2)C2CCS(=O)(=O)C2)c1 (stereo not drawn) | 12 | 21 | -2 | -4 | -14 | -8 | 0.5 | 0.7 | 99
CON(C)c1nc(OCCNC(=O)OCc2ccc(Cl)cc2Cl)nc(N(C)C)n1 | -5 | 3 | -5 | 1 | -40 | -16 | -2.1 | -3.0 | 94
O=C(O)C1CCCCC1C(=O)NCc1cn2ccccc2n1 (stereo not drawn) | . | 6 | 6 | 2 | -5 | -12 | -3.3 | -5.5 | 101
Nc1c(C(=O)Nc2ccc(S(=O)(=O)N3CCCC3)cc2)sc2nc3ccc(OC(F)(F)F)cc3cc12 | 18 | 12 | 0 | 0 | -7 | 13 | -2.5 | -1.8 | 76
CSCC[C@H](NC(=O)COc1ccc(Cl)cc1)c1nc2ccccc2[nH]1 | 16 | -15 | -1 | 5 | -15 | 21 | -2.6 | -0.3 | 99
CC(=O)N1CCCc2cc(S(=O)(=O)N3CCCC3)ccc21 | 6 | 14 | 3 | -1 | -1 | -24 | -1.8 | -2.2 | 102
COc1ccc(CNC(=O)c2cc3c(=O)[nH]c4ccccc4c3n2C)cc1 | 9 | -2 | 4 | -2 | -2 | -2 | -2.8 | -3.4 | 97
C=CCn1cc(C(=O)N2CCN(C)CC2)c(=O)c2cc(S(=O)(=O)N(CC)CC)ccc21 | 14 | 6 | -2 | 0 | -4 | 13 | 0.2 | -2.6 | 95
Brc1ccc2nc(-c3cccs3)c(NCC3CCCO3)n2c1 (stereo not drawn) | -2 | 1 | 5 | -1 | 5 | 17 | -3.7 | -3.2 | 99
O=C(N=Nc1c(O)[nH]c2ccccc12)c1ccc(CN2CCOCC2)cc1 | -6 | -3 | 1 | 4 | -2 | -2 | 1.3 | 0.6 | 102
O=C(NC(=S)Nc1cccc2cccnc12)c1cccs1 | -4 | 0 | -10 | -5 | 3 | 8 | -5.7 | -2.7 | 91
Cc1nc(CN(C)C(=O)c2cc(COc3c(F)cccc3F)on2)cs1 | 9 | 0 | -11 | -1 | -12 | 14 | -2.6 | -2.4 | 93
Cc1ccc(-n2c(Cc3cccn3C)nnc2SCC(=O)N2CCc3ccccc32)cc1 | -8 | 14 | 1 | 5 | -35 | -13 | -2.6 | -0.6 | 93
COc1ccc([C@H]2[C@H]3C=CC[C@@H](C)[C@@H]3C(=O)N2Cc2ccccc2)cc1Cl | 14 | . | 3 | . | . | 8 | . | . | 93
Cc1nc(C(F)(F)F)ccc1C(=O)Nc1ccc2ccccc2n1 | 10 | -3 | 2 | 11 | -19 | -4 | -5.2 | -2.7 | 100
CC(=O)C1=C(C)NC(SCC(N)=O)=C(C#N)C1c1cccs1 (stereo not drawn) | 11 | 6 | -6 | -5 | -3 | 15 | 1.4 | -3.2 | 93
COc1ccc(C(C#N)N2N=C(C)CC2(C)C)cc1OC (stereo not drawn) | 5 | 1 | 9 | 1 | -3 | 8 | -1.3 | -1.3 | 109
COc1cccc(NC(=O)CCSc2ccc3ccccc3n2)c1 | 24 | 1 | 3 | 4 | -13 | -5 | -2.4 | -5.3 | 106
CC1(CCBr)C(=O)N(c2ccccc2)c2ccccc21 (stereo not drawn) | 13 | 4 | 2 | 4 | -16 | 0 | -1.0 | -1.8 | 107
O=S(=O)(Nc1nc2c(s1)CCCC2)c1ccc(Br)cc1 | 14 | 4 | -4 | 6 | -19 | 4 | -8.1 | -5.3 | 98
COC(=O)C1=C(C)N(CCc2ccc(OC)c(OC)c2)C(=O)/C1=C\c1ccc(O)cc1 | 29 | 6 | 0 | -2 | -25 | 1 | -1.7 | -1.2 | 100
Cc1csc(NC(=O)CCS(=O)(=O)c2ccc(Br)cc2)n1 | 15 | -1 | 5 | -13 | 10 | 5 | -3.1 | -2.5 | 107
O=C(c1cc2ccccc2oc1=O)N(Cc1ccccc1F)C1CCS(=O)(=O)C1 (stereo not drawn) | 0 | 12 | 5 | -3 | -16 | 22 | -1.0 | -0.1 | 111
Cc1ccc2cc(C3CC(c4ccco4)=NN3S(C)(=O)=O)c(Cl)nc2c1 (stereo not drawn) | 15 | 33 | -11 | -13 | -12 | 2 | 3.2 | 0.0 | 79

Part of the list above, showing only IMP-1 inhibitor:
SMILES,IMP-1 inhibitor
CC(=O)N1CCCc2cc(S(=O)(=O)N3CCCC3)ccc21,-2.2
Cc1ccc2cc(C3CC(c4ccco4)=NN3S(C)(=O)=O)c(Cl)nc2c1 (stereo not drawn),0.0

The list goes on.
SMILES | NALP1 inh | HCV NS3 hel inh | MEKK2 mut-MEK5 | PfM18AAP inh | DNA FID counter | SUMO HTRF inh | VIM-2 inhibitor | IMP-1 inhibitor | MEKK2wt PB1 HTS
COc1ccc(N(Cc2ccccc2)S(=O)(=O)c2cc(C(=O)O)ccc2Cl)cc1 | 0 | -20 | 2 | -10 | -4 | 17 | -2.0 | -2.6 | 98
Cc1ccc(C(=O)COc2nc(C)nc3ccccc23)cc1 | -6 | -11 | -6 | -3 | -1 | 30 | 3.5 | -1.5 | 94
COc1cc(NC(=O)C2COc3ccccc3O2)c(OC)cc1Cl (stereo not drawn) | -12 | -3 | -4 | 0 | -10 | -11 | 0.1 | 0.0 | 96
CCC(=O)N/N=C(\C)CC(=O)Nc1ccc2c(c1)OCCO2 | -3 | 1 | -12 | 2 | -20 | 5 | -3.3 | -3.0 | 93
NNC(=O)/C(=C\c1ccco1)NC(=O)c1ccco1 | 13 | 8 | 8 | 2 | -12 | 19 | -2.1 | -3.4 | 101
CC(C)(C)NC(=O)C12CC3CC(CC(Cl)(C3)C1)C2 | 37 | -11 | 30 | -1 | 0 | 5 | -0.6 | -3.2 | 104
NC(N)=NCCCc1cn(CC(=O)N2CCNCC2)nn1 | 6 | 9 | 2 | -2 | 9 | 6 | -0.2 | -1.2 | 81
O=C1CCC(C(=O)N2CCN(c3ccc(F)cc3)CC2)CN1CC1CCCCC1 (stereo not drawn) | 0 | -3 | 2 | 1 | -60 | 5 | -2.1 | -3.5 | 98
CC(=O)NC1C(=O)N(CCN2CCOCC2)c2ccc(C)cc21 (stereo not drawn) | 6 | -1 | -5 | 48* | 5 | 81* | -3.2 | -2.5 | 91
CCOc1cnn(-c2ccccc2)c(=O)c1Cl | 19 | 0 | 5 | -3 | -2 | 10 | -0.7 | -1.8 | 104
CN(CCN1CCOCC1)C(=O)CC1C(=O)NCCN1Cc1ccccc1C(F)(F)F (stereo not drawn) | -6 | 20 | 2 | 19 | -17 | -11 | -1.2 | -3.0 | 98
CN1CCN(CCCNC(=O)CCc2nnc3n(Cc4ccccc4Cl)c(=O)c4ccccc4n23)CC1 | 26 | -2 | -2 | -5 | 23 | 2 | 1.0 | -1.5 | 101
Cc1ccccc1-c1nnn(C/C(N)=N/O)n1 | 23 | 4 | -4 | 4 | -4 | -3 | -1.3 | -3.2 | 100
Cc1ccc(-c2nnn(CC(=O)N(Cc3cccs3)C(C(=O)NC(C)(C)C)c3ccc(C)o3)n2)o1 (stereo not drawn) | 27 | -12 | -5 | -1 | -24 | 8 | -2.0 | 0.5 | 90
C(=N\Nc1ccccc1)/c1ccc(N2CCOCC2)cc1 | 3 | 5 | 5 | 1 | -2 | 26 | -4.6 | -2.4 | 99
CCOc1ccc(Cc2c(Cl)nc(N)nc2Cl)cc1 | 33 | 10 | 4 | -2 | -15 | 0 | -1.5 | -2.9 | 118
CC(=O)/C(=N\Nc1ccc(Cl)cc1Cl)Sc1nnc(-c2ccccc2)n1-c1ccccc1 | 10 | 2 | 12 | 4 | -3 | -1 | -1.7 | -3.1 | 108
N#Cc1sc(NCc2ccccc2)nc1Cl | -7 | 0 | -7 | -3 | 1 | 14 | 1.0 | -1.8 | 98
O=C(NC1CCCC1)C(c1ccncc1)N(C(=O)Cc1cccs1)c1cccc(F)c1 (stereo not drawn) | -1 | -7 | 1 | 5 | -18 | 13 | -0.9 | -1.8 | 97
COc1ccc(CNC(=S)Nc2cccc(C)c2C)cc1 | 7 | -1 | -11 | -1 | -9 | -5 | -1.8 | -2.5 | 82
O=C(Nc1ccc(Br)cc1)C1CC(O)CN1C(=O)OCc1ccccc1 (stereo not drawn) | -2 | -7 | 0 | 7 | -15 | -2 | -2.6 | -1.8 | 102
CC(C)CCNC(=O)COC(=O)/C=C/c1ccc2ccccc2n1 | -7 | -3 | 6 | 5 | -18 | -12 | -3.0 | -2.4 | 100
NC(=O)CN1C(=O)NC2(CCOc3ccccc32)C1=O (stereo not drawn) | 21 | -2 | 0 | -17 | -2 | 4 | -0.6 | -1.6 | 100
COc1ccccc1C(=O)Nc1ccc(-c2nnn(CC(=O)NCc3ccco3)n2)cc1 | . | -2 | 8 | -2 | -3 | . | 1.2 | -2.4 | 111
COc1ccc(NC(=O)CN2C(=O)COc3ccc(S(=O)(=O)N4CCOCC4)cc32)cc1 | 12 | -1 | -1 | 2 | -4 | 8 | -1.8 | -3.6 | 97

Part of the list above, as a markdown table.
| Compound | NALP1 inh | HCV NS3 hel inh | MEKK2 mut-MEK5 | PfM18AAP inh | DNA FID counter | SUMO HTRF inh | VIM-2 inhibitor | IMP-1 inhibitor | MEKK2wt PB1 HTS |
| --- | --- | --- | --- | --- | --- | --- | --- | --- | --- |
| NC(N)=NCCCc1cn(CC(=O)N2CCNCC2)nn1 | 6 | 9 | 2 | -2 | 9 | 6 | -0.2 | -1.2 | 81 |
| NC(=O)CN1C(=O)NC2(CCOc3ccccc32)C1=O (stereo not drawn) | 21 | -2 | 0 | -17 | -2 | 4 | -0.6 | -1.6 | 100 |
| NNC(=O)/C(=C\c1ccco1)NC(=O)c1ccco1 | 13 | 8 | 8 | 2 | -12 | 19 | -2.1 | -3.4 | 101 |
| CC(C)(C)NC(=O)C12CC3CC(CC(Cl)(C3)C1)C2 | 37 | -11 | 30 | -1 | 0 | 5 | -0.6 | -3.2 | 104 |

Among those listed so far, 2 contain a tert-butyl group:
SMILES | NALP1 inh | HCV NS3 hel inh | MEKK2 mut-MEK5 | PfM18AAP inh | DNA FID counter | SUMO HTRF inh | VIM-2 inhibitor | IMP-1 inhibitor | MEKK2wt PB1 HTS
CC(C)(C)NC(=O)C12CC3CC(CC(Cl)(C3)C1)C2 | 37 | -11 | 30 | -1 | 0 | 5 | -0.6 | -3.2 | 104
Cc1ccc(-c2nnn(CC(=O)N(Cc3cccs3)C(C(=O)NC(C)(C)C)c3ccc(C)o3)n2)o1 (stereo not drawn) | 27 | -12 | -5 | -1 | -24 | 8 | -2.0 | 0.5 | 90
